# Source: PubChem (NMMLSC)
# AGP1-GFP MLPCN – modulators of AGP1-GFP expression in yeast TOR pathway, primary screen, cell-based, multiplex flow cytometry, S. cerevisiae, MLPCN library; 3 h; GFP as percent of DMSO wells; GFP response vs DMSO, % at 10 µM; hit rate 0.02% among 320,000;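 active = GFP response relative to DMSO above a set limit, near screen average plus 3 SD, cut at about 150% in these data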;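 note: median GFP channel fluorescence of the gated AGP1 strain per well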
# VLA-4 inh – inhibition in human VLA-4 binding assay, primary screen, VLA-4 allosteric modulator project, MLPCN library, flow cytometry, VLA-4 expressing cells; ligand binding flow cytometry; inhibition, % (about 7 µM as worked out from the volumes in the protocol); hit rate 0.2% among 330,000; AID 2557, 2010; in the data active = inhibition above about 50%
# MEP2-GFP yeast – modulators of MEP2-GFP levels in yeast, primary screen, S. cerevisiae, multiplex flow cytometry, MLPCN library; S. cerevisiae MEP2-GFP strain, 3 h; 100% = DMSO control level; GFP response vs DMSO, % at 10 µM; hit rate 0.51% among 330,000;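 active = GFP response versus DMSO above a set limit, roughly screen mean plus 3 SD, cut at about 180% in these data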;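 note: median GFP fluorescence of the barcode-gated MEP2-GFP cells per well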
# GRK2 inh – compounds blocking aptamer binding on GRK2 – biochemical, human GRK2, bead flow cytometry, HTS, primary screen. Beta-adrenergic receptor kinase 1 (Homo sapiens), P25098. FAM-aptamer displacement from GRK2. hit rate 0.59% among 330,000. inhibition of aptamer binding, % at 10 µM;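 active = inhibition of aptamer binding above 40%, roughly 3 SD of noise, on plates passing a quality check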;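 note: median bead fluorescence of bound FAM aptamer so fluorescent compounds give negative values; no value below 0 was filed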
# Target sequence (P25098 whole entry, looked up): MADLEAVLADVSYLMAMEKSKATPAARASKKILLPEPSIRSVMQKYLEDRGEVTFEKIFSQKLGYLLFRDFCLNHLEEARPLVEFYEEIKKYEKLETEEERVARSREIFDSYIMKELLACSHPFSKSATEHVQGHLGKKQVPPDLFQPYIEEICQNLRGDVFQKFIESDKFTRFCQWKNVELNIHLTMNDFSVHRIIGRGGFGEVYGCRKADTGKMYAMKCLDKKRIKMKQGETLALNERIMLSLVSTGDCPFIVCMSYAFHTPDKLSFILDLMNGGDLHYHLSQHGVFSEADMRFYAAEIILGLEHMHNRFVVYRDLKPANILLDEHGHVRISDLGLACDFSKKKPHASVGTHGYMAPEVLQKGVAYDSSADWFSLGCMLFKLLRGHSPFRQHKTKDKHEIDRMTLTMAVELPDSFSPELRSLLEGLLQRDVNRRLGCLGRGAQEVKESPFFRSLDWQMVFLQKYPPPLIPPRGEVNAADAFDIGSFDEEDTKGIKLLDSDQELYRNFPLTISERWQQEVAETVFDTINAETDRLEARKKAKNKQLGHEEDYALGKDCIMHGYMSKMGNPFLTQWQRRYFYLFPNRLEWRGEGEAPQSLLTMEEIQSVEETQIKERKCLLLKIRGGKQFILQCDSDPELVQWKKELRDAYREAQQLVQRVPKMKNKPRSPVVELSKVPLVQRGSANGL
# RPL19A-GFP yeast – RPL19A-GFP expression modulators in yeast, primary screen, cell-based, S. cerevisiae, multiplex flow cytometry, MLPCN. S. cerevisiae RPL19A-GFP strain, 3 h; active compounds read low. percent response vs DMSO, % at 10 µM. hit rate 0.3% among 330,000. AID 2025, 2009;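 active = percent response vs DMSO below 50%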;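 note: median channel GFP fluorescence of the barcoded RPL19A-GFP strain; ratio of sample median GFP to plate DMSO average so 100% = DMSO; lower means less RPL19A-GFP as with rapamycin TOR inhibition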
# LAP4-GFP MLPCN – modulators of LAP4-GFP expression in yeast, primary screen, S. cerevisiae, multiplex flow cytometry, MLPCN library. hit rate 0.34% among 320,000. GFP response vs DMSO, % at 10 µM. 3 h; median GFP as percent of DMSO wells;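 active = GFP response vs DMSO above a set limit, about the screen mean plus 3 SD, cut at about 150% in these data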
# Yeast superoxide – reduction of superoxide in aged yeast, primary screen, HTS; S. cerevisiae aged cells, superoxide DHE fluorescence; active compounds read low; hit rate 0.18% among 330,000; superoxide response (% of plate mean), % at 10 µM;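 active = superoxide response under a set limit, about three screen SD below normal, cut at about 65% in these data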;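 note: yeast aged for seven days with compound at 30 °C before DHE staining; 100% = average MFI of all compound-treated wells on the plate with controls excluded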
# CIT2 TOR yeast – modulators of CIT2-GFP expression in yeast, primary screen, S. cerevisiae, GFP fusion, multiplex flow cytometry, MLPCN library | S. cerevisiae CIT2-GFP strain, 3 h; 100 means same as DMSO wells | GFP response vs DMSO, % at 10 µM | hit rate 0.065% among 320,000 | AID 2029, 2009;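 active = GFP response relative to DMSO above a set limit, near the screen mean plus 3 SD, cut at about 150% in these data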;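 note: ratio of well median GFP fluorescence to mean of DMSO wells on the plate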
# * marks the source's active call; other numbers are inactive results; nt = not tested or not shown.
# Value order – AGP1-GFP MLPCN	VLA-4 inh	MEP2-GFP yeast	GRK2 inh	RPL19A-GFP yeast	LAP4-GFP MLPCN	Yeast superoxide	CIT2 TOR yeast
- O=C(CCN1C(=O)C2C3CCC(C3)C2C1=O)OCC(=O)c1ccc(Br)cc1 (stereo unspecified)
    90	-6	100	3	106	89	107	92
- Cc1nn(C)cc1C(N)=O
    106	21	99	1	100	97	105	104
- O=c1[nH]c2ccc(S(=O)(=O)N3CCN(c4ccccc4F)CC3)cc2s1
    103	0	112	0	97	110	111	98
- COc1ccc(Nc2cc(=O)n(-c3ccccc3)c3c2c(=O)n(C)c(=O)n3C)cc1
    105	-3	98	0	96	112	97	98
- O=C(c1ccc(Cl)c([N+](=O)[O-])c1)N(Cc1ccccc1)C1CCS(=O)(=O)C1 (stereo unspecified)
    89	3	97	1	105	80	105	92
- Cc1ccc(C2=NN(CC(=O)NCc3ccco3)C(=O)CC2)cc1
    94	23	100	0	100	91	101	101
- C=CCNC(=S)Nc1cc(S(=O)(=O)N2CCOCC2)ccc1-n1cncn1
    107	-1	110	0	111	103	105	111
- O=C(CCc1ccccc1)NNC(=O)Nc1ccc(Cl)cc1
    100	22	106	1	103	89	99	105
- CSCCC(NC(=O)COc1ccccc1)C(=O)N(C)Cc1ccc(Cl)cc1Cl (stereo unspecified)
    111	-4	103	0	104	101	82	96
- Cc1cc(C)cc(OCC(=O)OCC(=O)c2cc(C)n(C3CC3)c2C)c1
    98	4	102	39	100	113	109	87
- c1ccc2c(c1)-c1cccc3c1c-2cc1ccccc13
    99	9	96	1	95	104	107	84
- CCOc1ccc(-c2[nH]ncc2Oc2cccc(OC)c2)c(O)c1
    91	12	92	2	94	94	110	85
- CC1CC(C)(C)NC(=S)N1CCC(=O)NCc1ccc(Cl)cc1 (stereo unspecified)
    101	5	91	2	95	101	93	93
- CCCCn1c(=N)n(CC(=O)c2ccc([N+](=O)[O-])cc2)c2ccccc21
    99	3	98	0	95	100	106	96
- CCOc1ccccc1NC(=S)N1CCC(NC(=O)c2ccco2)CC1
    105	1	91	4	100	100	108	95

# (listing goes on)
# Value order – AGP1-GFP MLPCN	VLA-4 inh	MEP2-GFP yeast	GRK2 inh	RPL19A-GFP yeast	LAP4-GFP MLPCN	Yeast superoxide	CIT2 TOR yeast
- O=C(COC(=O)c1cccnc1Cl)NC1CCCCC1
    104	21	101	0	97	104	102	95
- COc1ccc(/C=N\NC(=O)c2ccc(F)cc2)cc1COc1ccccc1C(N)=O
    108	-10	108	0	104	107	100	108
- CCCCC(CCC(=O)Nc1cc([N+](=O)[O-])ccc1O)C(=O)O (stereo unspecified)
    102	-5	102	3	100	98	97	104
- Fc1ccccc1CSc1nncn1NCc1cccs1
    102	-4	101	0	101	98	115	85
- CC(C)Oc1ccc(CNC(=O)c2ccc3nc(N4CCOCC4)sc3c2)cc1
    94	4	85	3	92	90	104	96
- O=C(Nc1ccc(OCC(F)(F)C(F)F)c(C(F)(F)F)c1)c1ccccc1O
    90	16	93	5	99	107	106	96
- Cc1ccc(CNC(=O)C(Cc2ccccc2)NS(=O)(=O)c2ccc3c(c2)CCC(=O)N3)cc1 (stereo unspecified)
    104	28	105	3	102	100	90	107
- COc1ccc(CCNC(=O)Cc2ccccc2)cc1OC
    99	5	100	0	99	101	107	100
- CCOC(=O)Cc1c(C)nc2c(-c3ccc(OC)cc3)c(C)nn2c1C
    92	2	92	1	98	95	107	85
- CCOC(=O)C(Cc1ccccc1)C(=O)Nc1ccccc1C (stereo unspecified)
    99	26	100	4	100	104	100	98
- CC(=O)Nc1ccc(NC(=O)CSC2=NS(=O)(=O)c3cc(Cl)ccc3N2)cc1
    105	-2	102	0	94	99	94	96
- Cc1cccc(NC(=O)c2ccc(S(=O)(=O)N3CCCCC3C)cc2)n1 (stereo unspecified)
    96	20	96	0	97	103	96	92
- Cc1cc(C)nc(Sc2ncnc3c2oc2ccccc23)n1
    103	7	100	2	96	102	114	96
- Cc1ccc2c(=O)c(CN3CCCCCC3)c(C)[nH]c2c1C
    102	-11	95	1	100	95	102	99
- COc1cc(/C=C2\SC(N)=NC2=O)cc(OC)c1
    101	-6	110	1	106	100	101	107

# New compounds follow.
# Value order – AGP1-GFP MLPCN	VLA-4 inh	MEP2-GFP yeast	GRK2 inh	RPL19A-GFP yeast	LAP4-GFP MLPCN	Yeast superoxide	CIT2 TOR yeast
- CCOC(=O)C1CCN(Cc2ccccn2)CC1
    106	6	112	3	109	105	99	106
- CCc1ccccc1NC(=O)CNC(=O)CCc1nc2sc3c(c2c(=O)[nH]1)CCCC3
    104	-1	102	39	100	101	96	111
- CC(C)c1ccc(/C=N/NC(=O)c2ccccn2)cc1
    96	2	96	2	96	106	94	97
- CCN(CC(=O)NCc1ccc(Cl)cc1)C(=O)COc1cccc(C(F)(F)F)c1
    106	-3	105	0	101	99	110	101
- COc1ccc(OC)c(/C=C(\NC(=O)c2ccccc2)C(=O)N/N=C/c2ccc(C)s2)c1
    100	-49	98	1	95	94	106	92
- O=S(=O)(Cc1ccccc1Cl)N1CCCC1
    103	11	101	0	100	105	101	106
- O=S(=O)(c1cccc2nonc12)N1CCN(c2cccc(Cl)c2)CC1
    100	2	102	0	nt	98	116	97
- Cc1ccc(S(=O)(=O)N2CCN(CC(=O)Nc3ccc4c(c3)CCC4)CC2)cc1C
    99	-8	100	0	99	95	92	107
- O=C(O)CSc1nnc(Cc2cccc3ccccc23)n1-c1cc(C(F)(F)F)cc(C(F)(F)F)c1
    105	2	100	0	98	103	110	97
- CC1=NS(=O)(=O)c2cc(Cl)ccc2N1
    92	-10	90	0	105	108	91	124
- Cn1nc([N+](=O)[O-])nc1Oc1ccccc1N
    101	-3	106	0	103	88	102	nt
- CCC/C(O)=C1\C(=O)CC(c2ccccc2)CC1=NC (stereo unspecified)
    105	15	100	0	101	100	104	103
- CN(C)C(=O)c1ccc(Oc2ccc(C(=O)N(C)C)cc2)cc1
    96	9	97	0	92	95	80	89
- CC(C)(C)c1ccc(C(=O)Nn2cnnc2)cc1
    98	-1	102	0	102	94	100	101
- O=C(CCc1ccc(S(=O)(=O)N2CCOCC2)cc1)Nc1nc(COc2ccccc2)cs1
    107	-8	106	0	100	107	85	109

# Compounds above that have four or more nitrogen atoms:
# Value order – AGP1-GFP MLPCN	VLA-4 inh	MEP2-GFP yeast	GRK2 inh	RPL19A-GFP yeast	LAP4-GFP MLPCN	Yeast superoxide	CIT2 TOR yeast
- COc1ccc(Nc2cc(=O)n(-c3ccccc3)c3c2c(=O)n(C)c(=O)n3C)cc1
    105	-3	98	0	96	112	97	98
- C=CCNC(=S)Nc1cc(S(=O)(=O)N2CCOCC2)ccc1-n1cncn1
    107	-1	110	0	111	103	105	111
- CCCCn1c(=N)n(CC(=O)c2ccc([N+](=O)[O-])cc2)c2ccccc21
    99	3	98	0	95	100	106	96
- Fc1ccccc1CSc1nncn1NCc1cccs1
    102	-4	101	0	101	98	115	85
- CC(=O)Nc1ccc(NC(=O)CSC2=NS(=O)(=O)c3cc(Cl)ccc3N2)cc1
    105	-2	102	0	94	99	94	96
- Cc1cc(C)nc(Sc2ncnc3c2oc2ccccc23)n1
    103	7	100	2	96	102	114	96
- CCc1ccccc1NC(=O)CNC(=O)CCc1nc2sc3c(c2c(=O)[nH]1)CCCC3
    104	-1	102	39	100	101	96	111
- O=S(=O)(c1cccc2nonc12)N1CCN(c2cccc(Cl)c2)CC1
    100	2	102	0	nt	98	116	97
- Cn1nc([N+](=O)[O-])nc1Oc1ccccc1N
    101	-3	106	0	103	88	102	nt
- CC(C)(C)c1ccc(C(=O)Nn2cnnc2)cc1
    98	-1	102	0	102	94	100	101

# Some of these compounds in order of their number in MEP2-GFP yeast, descending.
Molecule	AGP1-GFP MLPCN	VLA-4 inh	MEP2-GFP yeast	GRK2 inh	RPL19A-GFP yeast	LAP4-GFP MLPCN	CIT2 TOR yeast
Cn1nc([N+](=O)[O-])nc1Oc1ccccc1N	101	-3	106	0	103	88	nt
O=S(=O)(Cc1ccccc1Cl)N1CCCC1	103	11	101	0	100	105	106
Cc1ccc(S(=O)(=O)N2CCN(CC(=O)Nc3ccc4c(c3)CCC4)CC2)cc1C	99	-8	100	0	99	95	107

# The list goes on:
# Value order – AGP1-GFP MLPCN	VLA-4 inh	MEP2-GFP yeast	GRK2 inh	RPL19A-GFP yeast	LAP4-GFP MLPCN	Yeast superoxide	CIT2 TOR yeast
- Nc1ccc(C23CC4CC(CC(O)(C4)C2)C3)cc1
    97	22	105	0	98	103	105	96
- Cc1ccc(S(=O)(=O)N2CCCCC2)cc1NC(=O)Cn1ccsc1=N
    101	10	91	0	93	105	96	88
- O=C(NCCCN1CCOCC1)c1cc2c(=O)[nH]c3ccccc3c2s1
    97	6	102	7	97	95	104	84
- CCCCn1nnnc1SCC(=O)Nc1ccc2c(c1)OCCO2
    100	8	104	0	98	98	108	97
- O=C(CCC(=O)c1cccs1)NCC(c1ccc(F)cc1)N1CCOCC1 (stereo unspecified)
    100	-13	106	8	98	108	97	89
- CC(=O)c1cccc(NC(=O)c2ccc(S(=O)(=O)N3CC(C)OC(C)C3)cc2)c1 (stereo unspecified)
    97	-7	84	1	97	85	98	96
- COc1cc(C)c(C)cc1S(=O)(=O)NC1CC(C)(C)NC(C)(C)C1
    101	6	102	1	99	101	102	97
- CN(CC(=O)O)S(=O)(=O)/C=C/c1ccccc1
    104	5	97	4	101	98	90	92
- CCc1cc2c3c(c1)C1(C(=O)N3C(C)(C)C=C2C)C(C#N)=C(N)Oc2[nH]c(=O)[nH]c(=O)c21 (stereo unspecified)
    93	0	94	0	95	97	94	90
- COc1ccc(C(=O)O)cc1S(=O)(=O)Nc1ccc(C)cc1
    98	29	99	0	98	89	94	92
- Cc1cccc(NS(=O)(=O)c2c(C)[nH]c(C)c2C(=O)N2CCCC2)c1
    98	39	101	0	99	84	113	104
- CCN(C(=O)Cn1nc(C)c([N+](=O)[O-])c1C)c1c(N)n(Cc2ccccc2)c(=O)[nH]c1=O
    105	0	98	0	94	105	100	93
- O=C(Nc1ccc(N2CCOCC2)c(Cl)c1)c1cccnc1Cl
    92	-13	98	2	95	94	117	89
- COc1ccc(C(=O)CSc2cc(C)[nH]c(=O)n2)cc1
    115	11	96	3	97	120	78	105
- COc1cc(/C=C(\C#N)C(N)=O)ccc1OCc1c(C)no[n+]1[O-]
    107	-1	103	0	99	105	100	96

# (cont.)
# Value order – AGP1-GFP MLPCN	VLA-4 inh	MEP2-GFP yeast	GRK2 inh	RPL19A-GFP yeast	LAP4-GFP MLPCN	Yeast superoxide	CIT2 TOR yeast
- O=C(Cc1cccs1)N1CCCC(c2nc3c(nnn3Cc3cccc(Cl)c3)c(=O)[nH]2)C1 (stereo unspecified)
    100	3	99	0	nt	96	93	99
- O=C(CCNC(=O)c1ccco1)Nc1ccc(Cl)cc1F
    97	4	100	0	98	82	98	84
- CN(Cc1ccccn1)C(=O)C1CCC(=O)N(Cc2cccc(F)c2)C1 (stereo unspecified)
    112	2	102	3	104	116	95	107
- Oc1ccc(Cl)cc1C=Nc1ccc2c3c(cccc13)CC2
    104	-4	137	7	110	97	104	99
- Cc1cc(NC(=O)C(C)SCC(=O)Nc2ccccc2N2CCCC2)no1 (stereo unspecified)
    101	-2	98	0	98	104	90	87
- Cc1noc(NS(=O)(=O)c2ccc(NC(=O)c3cc(=O)c4ccccc4o3)cc2)c1C
    99	16	106	1	104	104	116	105
- CN(Cc1nc(-c2ccncc2)no1)S(=O)(=O)c1ccccc1
    105	2	105	0	102	101	104	104
- Cc1ccc(C(=O)Nc2ccc(Cc3ccncc3)cc2)cc1[N+](=O)[O-]
    102	-3	96	3	101	101	107	95
- C/C(CC(=O)Nc1ccc(N(C)C)cc1)=N\NC(=O)c1ccccc1O
    97	0	99	0	101	87	92	97
